# GASC-1 inh: inhibitors of human GASC-1 (JMJD2C) demethylase; 330,000 compounds, 0.069% hits; AID 2099; inhibition, % at 2.35 µM; Q9H3R0; GST-JMJD2C(1-420) H3K9me3 demethylation, DELFIA europium;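 active = more than half of a compound's replicate wells show inhibition beyond 50%, single wells judged on their own value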;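 also: signal counts dimethyl H3K9 product captured on neutravidin plate; 0% = median of DMSO wells and 100% = 0.3 times that DMSO median; strong numbers were not always called active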
# Target sequence (Q9H3R0 1-420 limits assumed): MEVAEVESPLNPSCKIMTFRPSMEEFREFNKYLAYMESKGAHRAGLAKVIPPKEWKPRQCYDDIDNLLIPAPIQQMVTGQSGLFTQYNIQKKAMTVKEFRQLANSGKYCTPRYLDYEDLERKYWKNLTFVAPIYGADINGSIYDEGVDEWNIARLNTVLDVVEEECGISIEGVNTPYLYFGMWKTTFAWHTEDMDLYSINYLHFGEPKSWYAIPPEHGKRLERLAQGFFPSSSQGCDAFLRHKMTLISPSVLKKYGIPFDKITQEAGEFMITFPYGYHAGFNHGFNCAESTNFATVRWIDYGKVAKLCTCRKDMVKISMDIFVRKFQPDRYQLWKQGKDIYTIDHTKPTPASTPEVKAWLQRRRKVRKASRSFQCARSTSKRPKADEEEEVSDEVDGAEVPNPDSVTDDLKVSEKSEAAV
# Yeast superoxide: yeast age-related superoxide inhibition as caloric restriction mimetic. S. cerevisiae aged cells, superoxide DHE fluorescence; active compounds read low. superoxide response (% of plate mean), % at 10 µM. 330,000 compounds, 0.18% hits;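 active = superoxide response under a set limit, about three screen SD below normal, cut at about 65% in these data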;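 also: yeast aged for seven days with compound at 30 °C before DHE staining; 100% = average MFI of all compound-treated wells on the plate with controls excluded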
# An asterisk follows results filed as active. The list is partial, so the mix of outcomes need not match the whole.
compound	GASC-1 inh	Yeast superoxide
CC(=O)C[C@H](O)CC(=O)[C@@H]1OC(=O)[C@@H](C)C/C=C\Cc2ccccc21	-23	90
CC1(C)NC(=O)N(CC(=O)OCC(=O)c2ccc(Cl)s2)C1=O	2	112
C[C@H](CO)N1C[C@H](C)[C@@H](CN(C)C(=O)Nc2ccc3c(c2)OCO3)Oc2ccc(NC(=O)Cn3cnnn3)cc2C1=O	68*	97
CCCC1NC(C(=O)O)Cc2c1[nH]c1ccccc21 (stereo not given)	-3	98
COc1ccccc1CCNC(=O)Cn1c(=O)oc2ccccc21	13	104
COc1ccc(/C=C2/C(=O)N(c3ccccc3)N=C2C)cc1OC	-8	103
Cc1nc(SCC(=O)NC2CCCCC2C)nc(C)c1C (stereo not given)	5	114
COc1cc(NC(=O)COC(=O)CCc2nc3ccccc3c(=O)[nH]2)cc(OC)c1	-4	99
Cc1c(C(=O)Nc2ccc(S(=O)(=O)Nc3ncccn3)cc2)oc2ccc(F)cc12	-1	101
O=C(/C=C/c1ccc([N+](=O)[O-])cc1)OCC(=O)N1CCOCC1	-2	95
Cc1cccc(N(CC(=O)N2CCCCCC2)S(C)(=O)=O)c1C	10	105
CCOP(=O)(OCC)/C(C#N)=C/c1cc(OC)ccc1OC	1	95
CSCCC(NC(=O)c1ccco1)C(=O)NC1CCC(C)CC1 (stereo not given)	-4	86
COc1ccc2nc(C)cc(Nc3ccc(C)cc3)c2c1	-1	104
O=C(Nc1cccc(Cl)c1)C1=CC=CN2CCS(=O)(=O)N=C12	11	81
O=C(CSc1nc2ccccc2c(=O)n1CCCN1CCOCC1)NCCc1ccccc1	3	104
O=C(COc1ccc(F)cc1)NCCNC(=O)COc1ccc(F)cc1	-2	91
Cc1ccc(NC(=S)N2CCCC2)cc1C	1	80
CCOC(=O)c1ccc(S(=O)(=O)N2CCN(C(=O)c3ccccn3)CC2)cc1	-7	85
COc1cc2sc3cc(NCc4ccc5c(c4)OCO5)ccc3c(=O)c2cc1OC	-13	92
CCN(C[C@H]1N[C@@](Cc2ccccc2)(C(=O)OC)[C@H]2C(=O)N(C)C(=O)[C@@H]12)C(=O)Nc1ccc(Cl)cc1	17	105
COc1ccc(NC(=S)N2CCN(C(=O)c3ccco3)CC2)cc1OC	48	96
Nn1c(SCC(=O)NC2CCCCCC2)nnc1C(F)(F)F	17	118
COC(=O)[C@]1(Cc2ccccc2)N[C@H](CN(C)S(=O)(=O)c2ccc(-c3ccccc3)cc2)[C@@H]2C(=O)N(C)C(=O)[C@@H]21	32	95
COc1ccccc1NC(=O)c1ccc(NC(=O)CN2CCCCC2)cc1	3	94
COc1ccc(Cl)cc1NC(=S)NCCc1ccc(F)cc1	1	118
O=c1[nH]c(/C=C/c2ccccc2)c([N+](=O)[O-])c(=O)[nH]1	4	108
O=C(COc1ccc(Br)cc1F)NCC1(N2CCCCC2)CCCCC1	0	113
CC(C)Cn1c(N)c(C(=O)COC(=O)c2ccccc2C(=O)c2ccccc2)c(=O)n(C)c1=O	-3	124
CCSc1nnc(SCC(=O)Nc2cc(C)on2)s1	-16	111
Cc1c(C(=O)N2CCNCC2)oc2ccccc12	3	96
Cc1c(CC(=O)N[C@@H](C)C(=O)O)c(=O)oc2c(C)c3occ(-c4ccccc4)c3cc12	4	100
c1ccc2c(-c3ccc(OCCN4CCCCC4)cc3)c(-c3ccsc3)sc2c1	1	75
O=C(Cc1c(F)cccc1Cl)NNC(=O)c1cccs1	4	116
C=CC[C@@H](CC(=O)N(CCO)Cc1ccccc1)C(=O)N[C@@H](COC(=O)[C@@H](CC=C)CC(=O)OC(C)(C)C)Cc1c[nH]c2ccccc12	-6	119
O=C1c2ccccc2/C(=C\c2ccc(Br)s2)N1c1ccccc1	-2	91
COc1ccc2c(-c3ccc(SC)cc3)c(-c3ccc(S(C)(=O)=O)cc3)sc2c1	4	111
C[C@@H](C(=O)Nc1nccs1)N1C(=O)C2CC=CCC2C1=O (stereo not given in full)	-12	91
O=C(OCC(=O)C12CC3CC(CC(C3)C1)C2)c1ccccc1O	-9	87
O=C(/C=C/c1ccc(Cl)cc1)Nc1cc(S(=O)(=O)N2CCOCC2)ccc1N1CCOCC1	-2	99
O=C(/C=C/c1ccco1)N1CCN(S(=O)(=O)c2cccc([N+](=O)[O-])c2)CC1	4	124
CN(C(=O)CSc1nc2ccccc2c(=O)n1-c1ccccc1Cl)C1CCS(=O)(=O)C1 (stereo not given)	-11	100
Cc1ccc(CNC(=O)Nc2ccc(F)cc2F)n1C	3	106
COc1ccc(S(=O)(=O)Nc2ccc3c(c2)CC(=O)N([C@H](C)CO)C[C@H](C)[C@H](CN(C)C(=O)Nc2ccc4c(c2)OCO4)O3)cc1	0	103
COc1ccc(CCNC(=O)CN2C(=O)NC(c3ccccc3)(c3ccccc3)C2=O)cc1	-5	92
O=C(NCC(=O)N1CCOCC1)c1ccc(Cl)c(Cl)c1	11	85
Cc1ccc(NC(=O)C2CCC(C(C)(C)C)CC2)cc1S(=O)(=O)N1CCOCC1 (stereo not given)	-5	106
COC(=O)[C@]1(Cc2ccccc2)N[C@H](CN(C)C(=O)NC(C)C)[C@@H]2C(=O)N(Cc3ccccc3)C(=O)[C@@H]21	10	98
Cc1c(NC(=O)COC(=O)c2cccn2C)c(=O)n(-c2ccccc2)n1C	0	74
COc1ccc(-c2oc3ccc(-c4cc(OC)c(OC)c(OC)c4)cc3c2C#Cc2ccccn2)cc1	-2	99
Cc1csc(CNc2ncnc3ccc(-c4ccc5c(c4)OCO5)cc23)c1	-5	105
O=C(O)CCCC(=O)Nc1ccc(S(=O)(=O)Nc2nccs2)cc1	3	97
CC(=O)c1ccc(NC(=O)c2cc(CC(C)C)nc3ccccc23)cc1	19	104
O=C(CCNC(=O)c1ccco1)Nc1nc(-c2ccccc2)cs1	3	121
NNc1nc2c(-c3cccc(C(F)(F)F)c3)nnn2c2ccccc12	3	116
CCn1c(=O)c(C(=O)NC(C)c2ccccc2)c(O)c2ccccc21 (stereo not given)	-4	101
CCN(C[C@H]1N[C@@](CC)(C(=O)OC)[C@H]2C(=O)N(C)C(=O)[C@@H]12)C(=O)Nc1ccc(C)cc1	26	106
C/C(O)=c1/c(=O)nc2cccc3c2=c1c1ccccc1c3=O	9	99
N#Cc1ccsc1NC(=O)COC(=O)c1ccc(Br)o1	14	117
COc1cc(C(=O)COC(=O)c2ccc([N+](=O)[O-])o2)cc(OC)c1OC	-5	143

# Next part
compound	GASC-1 inh	Yeast superoxide
CC(=O)c1ccc(NC(=O)COC(=O)Cn2cnc3ccccc32)cc1	-2	104
CC(=O)c1ccc(NC(=O)C[n+]2ccc(N(C)C)cc2)cc1	-24	109
O=C(COC(=O)c1cc(S(=O)(=O)N2CCOCC2)ccc1O)Nc1ccc2c(c1)OCO2	-4	96
CNC[C@H](Cc1cccc2ccccc12)NC[C@H](CCSC)NCC1CCC(C(C)(C)C)CC1 (stereo not given in full)	-10	89
CCCCNC(=O)c1nn2c(C(F)(F)F)cc(-c3ccccc3)nc2c1Br	-7	99
C=CC[C@@H](CC(=O)N[C@H](CO)Cc1ccccc1)C(=O)N[C@@H](COC(=O)[C@@H](CC=C)CC(=O)OC(C)(C)C)Cc1ccccc1	6	103
Cc1ccsc1C(=O)OCC(=O)N(C)C1CCCCC1	-4	102
COc1ccc2sc(-c3ccc(N(C)C)cc3)c(-c3ccc4cc[nH]c4c3)c2c1	1	120
CCN(C[C@H]1N[C@@](C)(C(=O)OC)[C@H]2C(=O)N(C)C(=O)[C@@H]12)C(=O)Nc1ccc(C(F)(F)F)cc1	12	101
CN(C(=O)c1cccc(NC(=O)Cc2ccc([N+](=O)[O-])cc2)c1)C1CCCCC1	9	100
CNc1ccc(C(=O)OCC(=O)NC(=O)NC2CCCCC2)cc1[N+](=O)[O-]	13	92
Cc1noc(C)c1NC(=O)N(C)C[C@@H]1Oc2c(NC(=O)NC(C)C)cccc2C(=O)N([C@@H](C)CO)C[C@@H]1C	-2	92
Cc1cc(C)c(C(N)=O)c(SCC(=O)c2cc(C)n(-c3cc(C)on3)c2C)n1	18	118
C=CCN(Cc1cc(OC)ccc1OC)C(=O)c1cc2ccc(OC)cc2[nH]1	4	101
CC(NC(=O)c1ccccc1Cl)NC(=O)c1ccccc1Cl	4	105
Cc1cccc(NC(=O)c2nc[nH]c2C(=O)NCCN(CCNC(=O)c2[nH]cnc2C(=O)Nc2cccc(C)c2)CCNC(=O)c2[nH]cnc2C(=O)Nc2cccc(C)c2)c1	-2	81
Cc1cc(C)nc(NC(=O)Nc2ccc(F)cc2F)n1	-7	92
COc1ccc(S(=O)(=O)N2CCN(c3cnccn3)CC2)cc1OC	2	109
C=C1C[C@H](O[C@@H]2O[C@H](CO)[C@@H](O)[C@H](O)[C@H]2O)[C@@H]2[C@H](OC(=O)[C@H]2C)[C@H]2[C@H](C)[C@@H](O)C[C@@H]12	1	101
CCc1ccc(Nc2nnc(SC(C)C(=O)NC3CC3)s2)cc1 (stereo not given)	8	93
COc1ccc(C2CC(=O)Nc3cc(OC)c(OC)cc32)cc1Br (stereo not given)	3	93
O=C(NCc1cc(C(F)(F)F)ccc1Cl)c1cccc2c1C(=O)c1ccc(-c3ccc(OC(F)(F)F)cc3)cc1S2(=O)=O	19	109
CN1CCC(N(C)C(=O)c2cccc(S(=O)(=O)N3CCc4ccccc43)c2)CC1	-6	101
O=C(N[C@H]1CCC(=O)N([C@H](CSc2ccc(Br)cc2)Cc2ccccc2)CC1)OCc1ccccc1	-8	113
COc1cccc(-c2noc(C3CCCN(C(=O)c4cccc(F)c4)C3)n2)c1 (stereo not given)	3	101
COC(=O)C1=C(C)N(Cc2ccccc2)C(=NCCCOC(C)C)N[C@H]1c1ccccc1	-1	93
CCn1nccc1C(=O)Nc1ccc(C)c(C)c1	-1	101
CSc1ccccc1C(=O)OCC(=O)N1CCCCCC1	3	99
O=C(N/N=C/c1coc2ccc(Cl)cc2c1=O)c1ccncc1	1	98
COc1cccc(CNC(=O)COC(=O)c2nn(C)c(=O)c3ccccc23)c1	-4	101

# Single records (already shown).
# `Cc1c(NC(=O)COC(=O)c2cccn2C)c(=O)n(-c2ccccc2)n1C` as listed: GASC-1 inh: 0; Yeast superoxide: 74
# `Cc1c(C(=O)N2CCNCC2)oc2ccccc12` as listed: GASC-1 inh: 3; Yeast superoxide: 96

# GASC-1 inh, what is marked active above.
SMILES,GASC-1 inh
C[C@H](CO)N1C[C@H](C)[C@@H](CN(C)C(=O)Nc2ccc3c(c2)OCO3)Oc2ccc(NC(=O)Cn3cnnn3)cc2C1=O,68*

# The main list resumes, repeating the five entries before the break.
compound	GASC-1 inh	Yeast superoxide
COC(=O)C1=C(C)N(Cc2ccccc2)C(=NCCCOC(C)C)N[C@H]1c1ccccc1	-1	93
CCn1nccc1C(=O)Nc1ccc(C)c(C)c1	-1	101
CSc1ccccc1C(=O)OCC(=O)N1CCCCCC1	3	99
O=C(N/N=C/c1coc2ccc(Cl)cc2c1=O)c1ccncc1	1	98
COc1cccc(CNC(=O)COC(=O)c2nn(C)c(=O)c3ccccc23)c1	-4	101
C[C@@H]1COC(=O)[C@H](Cc2ccc(F)cc2)CC/C=C/C[C@@H](CC(=O)N[C@@H](CO)Cc2ccccc2)C(=O)N1	-2	83
COc1ccc(NC(=O)CN2C(=O)NC3(CCCCC3C)C2=O)cc1S(=O)(=O)N1CCOCC1 (stereo not given)	-3	91
NC(=O)NC(CC(=O)NNC(=O)c1cccs1)c1ccc(Cl)cc1 (stereo not given)	-2	124
NC(=O)c1ccc(NC(=O)COC(=O)/C=C/c2ccc(Br)o2)cc1	14	94
Cc1ccc(N=Nc2c(O)ccc3n[nH]nc23)cc1	-5	118
COc1ccc(/C=N/n2nnnc2N)c(OC)c1	-5	100
CCOC(=O)c1ccc(S(=O)(=O)NNc2ccc(C(F)(F)F)cn2)cc1	4	115
CCN(C[C@H]1N[C@@](CC)(C(=O)OC)[C@H]2C(=O)N(C)C(=O)[C@@H]12)S(=O)(=O)c1ccc(C)cc1	4	91
O=C(Cc1c(F)cccc1Cl)OCC(=O)N1CCN(c2ccccc2)CC1	-6	95
O=C1NC2(CCCCC2)C(=O)N1CC(=O)N1CCc2ccccc21	2	84
Cc1cc(NC(=O)COC(=O)C2CSC3(C)CCC(=O)N23)ccc1Br (stereo not given)	-12	91
Cc1ccc(C(=O)c2ccccc2C(=O)OCC(=O)N2CCCC2)cc1	-6	99
COc1ccc(-n2ncc(C(C)NS(=O)(=O)c3cc(F)ccc3C)c2C)cc1 (stereo not given)	4	102
CN(CC(=O)Nc1ccc(OC(F)(F)F)cc1)C(=O)/C=C/c1ccco1	9	100
Nc1cc(=O)[nH]c(SCC(=O)Nc2cccc(S(=O)(=O)N3CCCCC3)c2)n1	9	109
COc1ccc(CNC(=O)COC(=O)c2ccc(S(=O)(=O)N3CCOCC3)cc2)cc1	13	106

# Arranged by the number under GASC-1 inh (low to high): 5 of the compounds above
compound | GASC-1 inh
O=C(OCC(=O)C12CC3CC(CC(C3)C1)C2)c1ccccc1O | -9
COc1ccc(/C=N/n2nnnc2N)c(OC)c1 | -5
O=C(/C=C/c1ccc(Cl)cc1)Nc1cc(S(=O)(=O)N2CCOCC2)ccc1N1CCOCC1 | -2
O=C(N/N=C/c1coc2ccc(Cl)cc2c1=O)c1ccncc1 | 1
COc1cccc(-c2noc(C3CCCN(C(=O)c4cccc(F)c4)C3)n2)c1 (stereo not given) | 3

# High-throughput results from PubChem BioAssay.
